Screening results as filed in PubChem BioAssay.
SUMO HTRF inh: inhibitors of human SUMOylation (UBC9). HTRF SUMOylation assay, SAE1/SAE2 + UBC9, in vitro. inhibition, % at 35 µM. AID 2006. P63279. 290,000 tested, 0.36% active; in the data active means inhibition above about 50%, passing the limit was not always enough; further: strong numbers were not always called active
Target sequence (P63279 whole entry, looked up): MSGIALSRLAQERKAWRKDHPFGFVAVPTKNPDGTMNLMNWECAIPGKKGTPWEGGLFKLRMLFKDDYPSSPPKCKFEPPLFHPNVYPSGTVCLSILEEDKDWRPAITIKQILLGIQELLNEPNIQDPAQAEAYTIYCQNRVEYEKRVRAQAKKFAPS
IDE act: IDE (human) activation, cell-based | P14735 | HEK cells, FAbeta-B cleavage, fluorescence polarization; 0% vehicle, 100% cell-free pure enzyme wells | activation, % at 5.96 µM | 340,000 tested, 0.073% active;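 active means activation above the mean of all tested compounds plus 3 SD, set per screening campaign, cut at about 17% in these data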
IMP-1 inhibitor: blocks Pseudomonas aeruginosa IMP-1 metallo-beta-lactamase; AID 1556; 290,000 tested, 0.45% active; inhibition, % at 5.6 µM; purified IMP-1, nitrocefin hydrolysis, epi-absorbance fluorescence;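 active means inhibition above the mean plus 3 SD of all compounds in the same screening run, cut at about 4.5% in these data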;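 further: 0% = IMP-1 with DMSO and 100% = DMSO wells lacking enzyme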
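assay system = purified recombinant IMP-1 metallo-beta-lactamase enzyme | schedule = 15 min preincubation plus 25 min reaction at 25 °C | signal = Epi-absorbance fluorescence, 480 nm excitation, 530 nm emission | read-out basis = percent inhibition from optical density relative to buffer-blank wells | controls = IMP-1 with DMSO as 0%, enzyme-free DMSO as 100%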
HCV NS3 hel inh: blocks Hepatitis C virus NS3 helicase unwinding; NS3 helicase DNA unwinding, Cy5 molecular beacon fluorescence; inhibition, % at 10.9 µM; 290,000 tested, 0.56% active; AID 1800;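 active means inhibition above the mean of all tested compounds plus 3 SD, set per campaign, cut at about 35% in these data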;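 further: 0% = DMSO wells and 100% = thioflavine S control wells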
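Material: hepatitis C virus NS3 helicase domain fragment enzyme; measured by: Cy5 fluorescence, 0 and 60 min reads; control set: DMSO and thioflavine S; incubation: 60 min unwinding reaction at 25 °C after ATP addition; read-out basis: % inhibition from 60/0 min fluorescence ratio, DMSO 0%, thioflavine S 100%; repeats: singlicate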
GalR3 antag: blocks the human galanin receptor 3 | O60755 | HEK293 GalR3-CNG cAMP membrane potential fluorescence; galR3 body fused to GalR1 C-terminus | inhibition, % at 3 µM | 360,000 tested, 0.44% active;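 active means inhibition above the screen-wide average plus 3 SD, cut at about 13% in these data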;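 further: forskolin and galanin both at EC90 stimulate the cells; cAMP rise reported by CNG channel membrane potential dye signal; 0% = forskolin plus galanin with DMSO and 100% = forskolin alone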
Target sequence (O60755 1-299 limits assumed): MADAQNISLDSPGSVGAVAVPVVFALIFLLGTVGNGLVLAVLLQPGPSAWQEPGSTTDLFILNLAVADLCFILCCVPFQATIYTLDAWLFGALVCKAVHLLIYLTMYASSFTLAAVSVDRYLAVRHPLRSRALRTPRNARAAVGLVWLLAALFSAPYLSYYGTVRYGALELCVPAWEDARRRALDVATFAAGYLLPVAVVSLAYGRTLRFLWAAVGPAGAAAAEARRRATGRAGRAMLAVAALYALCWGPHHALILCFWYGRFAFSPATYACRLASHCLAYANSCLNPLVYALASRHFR
CRFBP-R2 block: antagonists of CRF-binding protein/CRF-R2 receptor complex | HEK293 CRF-R2/CRF-BP, CRF-induced calcium fluorescence | inhibition, % at 11.8 µM | 350,000 tested, 0.59% active;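 active means inhibition of the ligand-induced calcium signal above about 50% at the single tested concentration, limit read from the data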
p-CIP stab down: lowers stability of the mouse p/CIP coactivator protein; Q05BA5; F442A p/CIP-EGFP cells, EGFP fluorescence, 16 h; decrease of EGFP signal, % at 10 µM; 290,000 tested, 0.01% active;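 active means EGFP signal decrease of at least 30% at 10 µM or well 3 SD below plate mean, unless failing retest; inactive means the rest, including hits failing retest or dose response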; further: some compounds called inactive have numbers as strong as hits; many of its hits are not listed in these tables
VIM-2 inhibitor: blocks Pseudomonas aeruginosa VIM-2 metallo-beta-lactamase. purified VIM-2, nitrocefin hydrolysis, epi-absorbance fluorescence. inhibition, % at 5.6 µM. 290,000 tested, 0.89% active;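 active means inhibition above the mean of all tested compounds plus 3 SD, cutoff set per screening run, cut at about 7.5% in these data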;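 further: red hydrolysis product quenches plate fluorescence so inhibitors raise well fluorescence; 0% = enzyme with DMSO and 100% = DMSO without enzyme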
IDE inh: cellular human IDE inhibition; inhibition, % at 5.59 µM; HEK cells, FAbetaB cleavage, fluorescence polarization; 320,000 tested, 0.41% active; P14735;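 active means percent inhibition above the average of all tested compounds plus 3 SD, set per screening campaign, cut at about 16% in these data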;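 further: IDE supplied by intact live HEK cells; FP after avidin binding of uncleaved biotin substrate so inhibition keeps polarization high; 0% = DMSO wells and 100% = 60 µM reference IDE inhibitor Ii1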
An asterisk follows results filed as active; nt = not tested or not shown.

Results follow in this order: SUMO HTRF inh	IDE act	IMP-1 inhibitor	HCV NS3 hel inh	GalR3 antag	CRFBP-R2 block	p-CIP stab down	VIM-2 inhibitor	IDE inh
#1 Cn1c(=O)c2[nH]c(-c3ccccc3)c(O)c2n(C)c1=O
  19	15	-3.4	2	1	-43	-1	6.1	-6
#2 CC(C)C(=O)Nc1cccc(-c2nc3ccccc3o2)c1
  33	3	-4.1	-1	-1	-8	8	-2.2	-3
#3 CCN(CC(=O)Nc1ccc(Br)cc1F)CC(=O)NC1CCS(=O)(=O)C1 (stereo not drawn)
  nt	2	nt	nt	-1	6	nt	nt	1
#4 CC(=O)Nc1ccc(NC(=O)Cc2sc(-c3cccnc3)nc2-c2ccc(C)cc2)cc1
  -14	5	-4.3	1	-8	15	8	-2.7	5
#5 CCOC(=O)c1sc2ccc(S(=O)(=O)N3CCCCC3)cc2c1N
  -12	1	1.0	-15	-1	-6	0	0.1	-3
#6 O=c1[nH]c(Cc2ccccn2)nc2scc(-c3ccc(Cl)cc3)c12
  -6	4	-1.4	1	-6	6	21	-2.2	4
#7 Cc1cccc(N(C(=O)c2sc(C)nc2C)C(C(=O)NCc2ccco2)c2ccccc2)c1 (stereo not drawn)
  -3	3	-2.8	-2	1	-5	-3	-2.2	-1
#8 CCOc1ccc(S(=O)(=O)NCc2cccnc2)cc1C(C)C
  -10	3	0.0	2	-9	30	7	0.4	-3
#9 CCOC(=O)C1CCN(C(=O)CCc2ccccc2)CC1
  15	4	-4.9	4	-3	-11	0	-5.4	7
#10 CCC(C(=O)NCCCN1CCCCCC1)n1nc(C)c2sc3ccccc3c2c1=O (stereo not drawn)
  13	-5	-5.9	4	-10	-6	-6	-1.4	-9
#11 O=C1CSC(c2cccnc2)N1Cc1cccnc1 (stereo not drawn)
  7	-2	-0.1	2	-2	7	-11	-1.9	0
#12 CCCCCC(=O)Nc1ccc(N2CCN(CC)CC2)c(Cl)c1
  -10	-4	-0.7	-4	-4	-28	-7	-0.8	2
#13 Cc1cc(C(=O)CCC(=O)Nc2ncccc2C)c(C)s1
  nt	2	nt	nt	-4	8	nt	nt	-1
#14 C=CCC[C@H](Cc1ccc(F)cc1)C(=O)OC[C@@H](C)NC(=O)[C@H](CC=C)CC(=O)N(CCO)Cc1ccccc1
  nt	1	nt	nt	-8	5	nt	nt	-3
#15 CCCNC(=O)N1CCN(C(=O)NCCC)CC1
  19	4	-3.1	2	-6	1	0	-3.0	4
#16 CCc1[nH]nc(C(=O)N/N=C/c2ccncc2)c1C
  8	2	-3.4	7	-4	-6	0	-2.0	-1
#17 CCOc1ccc2nc(N3CCCC(C(=O)NCCCN4CCCCC4)C3)sc2c1 (stereo not drawn)
  -5	5	-3.0	-12	-7	6	6	-5.2	2
#18 CCn1c(/C=N/NC(=O)c2ccc(OC)cc2)nc2ccccc21
  -2	-4	-2.7	0	-5	-61	-14	0.3	5
#19 O=C(c1cccc(-n2cnnn2)c1)N1CCOCC1
  5	3	-1.4	3	2	10	10	-1.9	-6
#20 O=C(Cn1sc2ccccc2c1=O)NC12CC3CC(CC(C3)C1)C2
  6	-37	-6.9	2	nt	-1	-10	-2.2	58*

Going on with the list.
Results follow in this order: SUMO HTRF inh	IDE act	IMP-1 inhibitor	HCV NS3 hel inh	GalR3 antag	CRFBP-R2 block	p-CIP stab down	VIM-2 inhibitor	IDE inh
#21 O=C(O)CCN1CCN(S(=O)(=O)c2ccc3ccccc3c2)CC1
  2	1	-3.8	-3	-8	1	0	-2.1	-1
#22 O=C1/C(=C/c2ccc(O)cc2)COc2ccccc21
  3	-7	-2.5	-1	-7	-1	4	0.1	0
#23 CCn1nnc(-c2ccccc2NC(=O)c2cnccn2)n1
  nt	9	-2.5	3	-3	-5	nt	-3.0	3
#24 O=C(NCCc1ccccc1)C1CC(=O)N(C2CCCCC2)C1 (stereo not drawn)
  5	8	-3.2	1	-5	-2	4	-3.0	2
#25 COc1ccccc1CNS(=O)(=O)CCNC(=O)c1ccccc1
  nt	1	nt	nt	-4	-26	nt	nt	6
#26 O=C(Cc1ccccc1)NCC(=O)Nc1ccc(OC(F)(F)F)cc1
  4	0	-1.1	-6	-12	7	-12	-1.2	2
#27 O=C(COC(=O)c1ccc(O)cc1)NCC1CCCO1 (stereo not drawn)
  7	1	-3.7	-11	-1	10	0	-1.8	-2
#28 CN(C)CCN(Cc1cc2cc3c(cc2nc1Cl)OCO3)C(=O)c1ccco1
  10	4	0.1	1	-8	-10	-4	-0.1	1
#29 CN(C)CCN(C(=O)c1ccco1)c1nc2cc3c(cc2s1)OCCO3
  7	1	0.7	-3	-3	4	-6	1.4	-1
#30 O=C1NC2(Nc3ccccc31)C(=O)Nc1ccccc12 (stereo not drawn)
  1	3	-4.8	1	-5	3	10	-0.6	2
#31 COCCC(=O)N1CCC(Oc2ccc(C(=O)N3CCC[C@H]3CO)cc2)CC1
  6	-3	-5.9	3	-1	-12	-15	-2.7	nt
#32 O=C(c1ccco1)N1CCN(Cc2csc(-c3ccccc3Cl)n2)CC1
  9	-8	-1.7	-5	0	-4	-12	-0.1	-2
#33 O=C(COc1ccccc1)N1CCNC1=O
  27	-1	-3.1	-5	-6	3	0	0.3	4
#34 Cc1nc(N2CCCCC2C)c2c(C)c(C(=O)Nc3ccccc3C(F)(F)F)sc2n1 (stereo not drawn)
  -4	-3	-1.9	-8	-8	-5	3	-1.7	-1
#35 CCC(=O)Nc1nc2ccccc2n1CCN1CCOCC1
  12	-3	1.3	-4	-4	-12	-5	-1.8	1
#36 FC(F)(F)c1ccc(CN2C[C@@H]3C(c4ccc(Cl)nc4)C4(c5cccnc5)CC3(C4)[C@H]2c2ccccc2)cc1 (stereo partly drawn)
  -5	nt	nt	nt	-6	15	-11	nt	4
#37 CC(=O)c1ncnn1CC(=O)c1ccc(Cl)cc1Cl
  -3	-1	-1.0	5	-6	0	-6	-1.8	3
#38 CN(C)c1ccc(C(CC(=O)O)C(=O)O)cc1 (stereo not drawn)
  -25	3	-0.5	20	-2	6	-10	-4.5	4
#39 Cc1cc(C)cc(Oc2ccc(C(F)(F)F)cc2C#N)c1
  -5	-3	-5.0	2	-4	31	-10	-1.9	-3
#40 CCc1cccc(C)c1NC(=O)C(c1ccccc1)N1CCC1=O (stereo not drawn)
  -2	3	-0.6	5	-1	-20	-12	-1.3	1

The list continues.
Results follow in this order: SUMO HTRF inh	IDE act	IMP-1 inhibitor	HCV NS3 hel inh	GalR3 antag	CRFBP-R2 block	p-CIP stab down	VIM-2 inhibitor	IDE inh
#41 COc1ccc(CNC(=O)C(C#N)c2nc3ccccc3nc2N2CCN(C)CC2)cc1 (stereo not drawn)
  -17	6	-2.5	-47	-5	12	-5	5.1	-1
#42 Fc1ccc(Nc2ncnc3sccc23)cc1
  11	-6	-1.1	2	-8	-1	-46	-1.4	0
#43 Cc1cc(NC(=O)CSCc2ccc([N+](=O)[O-])cc2)no1
  14	3	-1.0	4	-4	15	-8	-2.3	-2
#44 CCC(C)[C@H]1CNC(=S)N1CCC12CC3CC(CC(C3)C1)C2 (stereo partly drawn)
  11	3	nt	nt	1	-6	-13	nt	1
#45 Cc1ccc(C)c(S(=O)(=O)N2CC(=O)N(CCc3ccccc3)C(=O)C2)c1
  -5	-5	-1.3	-8	-1	0	-3	-2.7	4
#46 CC(=O)NCCSC(=O)c1ccc(F)cc1
  15	4	2.0	-10	-4	-1	-8	-1.6	-4
#47 COc1ccc(C2CC(c3cccs3)=NN2C(=O)CSC2=NCCS2)cc1 (stereo not drawn)
  7	-1	-4.2	3	0	4	9	-1.1	5
#48 Cc1cc(C)c(C)c(C(=O)CSc2nnc(C)c(=O)[nH]2)c1C
  15	nt	-3.5	3	nt	nt	1	0.0	nt
#49 CC(C)C(=O)Nc1ccc(S(=O)(=O)N2CCC(c3nc4ccccc4[nH]3)CC2)cc1
  nt	-1	nt	nt	-2	23	nt	nt	8
#50 CCCC(CCC)C(=O)Nc1ccncc1
  2	-3	-3.0	3	0	8	-7	-2.4	3
#51 CCC(=O)N1CCc2cc(Br)cc(S(=O)(=O)CCC(=O)NCCOC)c21
  15	5	-0.8	-1	-7	-5	0	-6.9	-3
#52 CC1=C(C(=O)OCc2ccccc2)C(c2cccs2)NC(=O)N1CCCC(=O)O (stereo not drawn)
  -2	1	0.1	9	-4	-2	-3	-3.9	3
#53 C=C(C)CC(c1ccccc1)N(C(C)=O)c1ccco1 (stereo not drawn)
  27	6	-1.8	4	1	6	-14	-0.9	1
#54 COc1cccc(C(=O)N(CN2CCCC2=O)c2ccccc2OC)c1
  -2	6	0.3	1	5	6	-6	-1.2	0
#55 Cc1ccc(NC(=O)C(C)Sc2nnc(C3CC3)n2C2CC2)cc1S(=O)(=O)N1CCOCC1 (stereo not drawn)
  nt	3	nt	nt	-2	5	nt	nt	0
#56 CN(C)CCN(Cc1ccco1)C(=O)c1cc2c(Cl)nc3ccccc3c2s1
  10	-1	-0.9	-12	1	-19	-10	13*	-5
#57 CC(C)COc1ccc(C(=O)Nc2ccccc2[N+](=O)[O-])cc1
  -2	2	-3.4	3	4	-39	-16	-1.8	1
#58 CCCOc1ccc(N2C(=O)CC(NCc3cccs3)C2=O)cc1 (stereo not drawn)
  15	0	-4.3	6	2	0	1	-4.6	4
#59 N=C1S/C(=C\c2ccc(O)cc2)C(=O)N1c1ccc(F)cc1
  nt	-4	-0.7	-1	nt	-8	5	-2.2	-1
#60 CCOC(=O)C1CCN(C(=O)CN(c2ccc(Cl)c(C(F)(F)F)c2)S(C)(=O)=O)CC1
  2	-5	-1.6	1	-6	25	-6	-2.4	5
#61 O=Cc1c(SCCO)nc2ccccn2c1=O
  8	6	-3.1	8	-4	10	-10	0.5	5
